Screens deposited in PubChem BioAssay by several laboratories.
VLA-4 inh – inhibition in a human VLA-4 binding assay; 330,000 compounds, 0.2% hits; inhibition, % (about 7 µM as worked out from the volumes in the protocol); VLA-4 expressing cells, ligand binding flow cytometry; AID 2557; in the data active means inhibition above about 50%
Fam108B inh – blocks mouse Fam108B hydrolase in RBBP9 counter-screen; inhibition, % at 9.51 µM; recombinant Fam108B, FP-Rh probe fluorescence polarization; 300,000 compounds, 0.33% hits;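 active means inhibition above the screen mean inhibition plus 3 SD, computed separately per campaign, cut at about 18% in these data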;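 further: inhibitors lower polarization as less probe binds the enzyme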
MCL1 BIM primary – MCL1-BIM-BH3 interaction inhibition (human); Q07820; GST-MCL1 / FITC-Bim-BH3 fluorescence polarization; inhibition, % at 10.9 µM; 320,000 compounds, 0.68% hits; AID 2057;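 active means inhibition above the mean inhibition of all tested compounds plus 3 SD, set per campaign, cut at about 40% in these data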;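 further: 0% = DMSO wells and 100% = unlabeled Bim-BH3 peptide control; higher means more loss of mP so more displacement of Bim peptide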
Target sequence (Q07820 whole entry, looked up): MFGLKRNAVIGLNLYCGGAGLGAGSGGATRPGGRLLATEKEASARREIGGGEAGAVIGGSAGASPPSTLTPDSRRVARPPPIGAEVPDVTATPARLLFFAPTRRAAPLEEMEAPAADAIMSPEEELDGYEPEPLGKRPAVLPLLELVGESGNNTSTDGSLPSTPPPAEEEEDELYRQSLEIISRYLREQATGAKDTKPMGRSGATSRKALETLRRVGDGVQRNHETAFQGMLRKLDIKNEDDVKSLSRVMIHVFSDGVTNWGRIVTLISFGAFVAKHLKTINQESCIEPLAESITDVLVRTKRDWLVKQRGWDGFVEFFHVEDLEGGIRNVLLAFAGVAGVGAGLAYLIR
MEX-5 binding – C. elegans MEX-5 TCR-2 RNA binding activity; Q9XUB2; MEX-5/FITC-TCR2 RNA binding, fluorescence polarization; active compounds read low; activity score (negative = inhibition of binding), % at 10 µM; 300,000 compounds, 0.38% hits; AID 1832;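 active means inhibition past about -25% in most replicates, and total fluorescence under double the plate's negative control median, limit read from the data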;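 further: 0% = DMSO and -100% = 5 µM competing unlabeled TCR2 RNA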
Bcl-xL primary – blocks human Bcl-xL binding to Bim BH3 peptide; 320,000 compounds, 0.7% hits; AID 2129; GST-Bcl-xL / FITC-Bim BH3 peptide fluorescence polarization; inhibition, % at 10.9 µM;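 active means inhibition above the mean of all tested compounds plus 3 SD, cutoff set per campaign, cut at about 30% in these data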;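 further: 0% = DMSO wells and 100% = unlabeled Bim-BH3 peptide competitor; inhibitors lower millipolarization by displacing the labeled peptide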
Target sequence (Q07817 whole entry, looked up): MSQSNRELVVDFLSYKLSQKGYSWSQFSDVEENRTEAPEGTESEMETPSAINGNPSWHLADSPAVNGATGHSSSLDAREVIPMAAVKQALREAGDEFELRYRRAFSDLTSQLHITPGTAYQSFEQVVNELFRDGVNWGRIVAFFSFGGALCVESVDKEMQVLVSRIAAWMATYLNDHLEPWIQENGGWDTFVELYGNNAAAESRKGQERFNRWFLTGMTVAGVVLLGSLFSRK
AGP1-GFP MLPCN – alters AGP1-GFP fluorescence in TOR pathway yeast screen; S. cerevisiae AGP1-GFP multiplex flow cytometry, 3 h; GFP as percent of DMSO wells; GFP response vs DMSO, % at 10 µM; 320,000 compounds, 0.02% hits;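 active means GFP response relative to DMSO above a set limit, near screen average plus 3 SD, cut at about 150% in these data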;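 further: median GFP channel fluorescence of the gated AGP1 strain per well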
CIT2-GFP yeast – alters CIT2-GFP fluorescence in TOR pathway yeast screen | GFP response vs DMSO, % at 10 µM | S. cerevisiae CIT2-GFP strain, flow cytometry, 3 h; 100 means same as DMSO wells | AID 2029 | 320,000 compounds, 0.065% hits;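 active means GFP response relative to DMSO above a set limit, near the screen mean plus 3 SD, cut at about 150% in these data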;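 further: ratio of well median GFP fluorescence to mean of DMSO wells on the plate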
GLD-1 RNA inh – GLD-1-TGE RNA interaction inhibition (C. elegans); Q17339; purified GLD-1 + fluorescein TGE RNA, fluorescence polarization; inhibition, % at 5.96 µM; 320,000 compounds, 0.44% hits; AID 2280;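 active means percent inhibition above a per-plate cutoff, the plate mean of test compounds plus 3 SD, cut at about 30% in these data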;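 further: 0% = DMSO wells with GLD-1 and probe and 100% = wells lacking GLD-1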
GRK2 aptamer HTS – human GRK2 inhibition via aptamer displacement. inhibition of aptamer binding, % at 10 µM. bead flow cytometry, FAM-aptamer displacement from GRK2. AID 488847. 330,000 compounds, 0.59% hits. P25098;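 active means inhibition of aptamer binding above 40%, roughly 3 SD of noise, on plates passing a quality check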;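 further: median bead fluorescence of bound FAM aptamer so fluorescent compounds give negative values; no value below 0 was filed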
Starred values were filed as active, the others as inactive; . = not tested or not shown. Rows were taken by chance, and some 2.2% of all compounds hit somewhere here.

The first 2 compounds as a preview:
SMILES | VLA-4 inh | Fam108B inh | MCL1 BIM primary | MEX-5 binding | Bcl-xL primary | AGP1-GFP MLPCN | CIT2-GFP yeast | GLD-1 RNA inh | GRK2 aptamer HTS
COc1cc(CN2CCN(c3ccccc3F)CC2)cc(OC)c1O | 7 | 6 | 6 | 0.3 | 3 | 100 | 94 | 3 | 0
O=C(CCCCn1c(=O)c2ccccc2n(CC(=O)Nc2cccc(F)c2)c1=O)NCc1ccco1 | 12 | -4 | 4 | -0.7 | -2 | 101 | 102 | 5 | 0

The whole of this part (from the top)
SMILES | VLA-4 inh | Fam108B inh | MCL1 BIM primary | MEX-5 binding | Bcl-xL primary | AGP1-GFP MLPCN | CIT2-GFP yeast | GLD-1 RNA inh | GRK2 aptamer HTS
COc1cc(CN2CCN(c3ccccc3F)CC2)cc(OC)c1O | 7 | 6 | 6 | 0.3 | 3 | 100 | 94 | 3 | 0
O=C(CCCCn1c(=O)c2ccccc2n(CC(=O)Nc2cccc(F)c2)c1=O)NCc1ccco1 | 12 | -4 | 4 | -0.7 | -2 | 101 | 102 | 5 | 0
Nc1ccc(C(=O)Nc2ccccc2C(=O)O)cc1 | 4 | -2 | -1 | -0.1 | 6 | 101 | . | -1 | 6
O=C(Cc1ccc(F)cc1)N1CCC(CC2CC(c3cccc(Br)c3)=NO2)(C(=O)NCC2CCCCC2)CC1 (stereo unspecified) | -2 | -7 | 2 | 2.7 | 1 | 89 | 92 | -2 | 2
COc1ccc(-n2c3c(cc(C(=O)NNc4ccccc4C)c2=O)C(=O)CC(C)(C)C3)cc1 | -1 | -4 | -1 | 2.0 | 5 | 99 | 95 | -2 | 0
CC(C)(C)c1ccc(-c2noc(-c3ccc4c(c3)CCO4)n2)cc1 | -4 | -4 | 8 | -1.3 | 8 | 101 | 93 | 0 | 0
COc1ccc(-c2cc(C(F)F)n3ncc(C(=O)Nc4cccc(S(=O)(=O)N5CCOCC5)c4)c3n2)cc1 | 7 | -4 | 0 | 0.4 | 7 | 104 | 98 | -1 | 0
CCC(C)n1c(SCC(=O)/C(C#N)=C(\C)N)nc2ccccc2c1=O (stereo unspecified) | -5 | 5 | 6 | -2.1 | 5 | 102 | 105 | -1 | 1
NS(=O)(=O)c1cccc(NC(=O)CSc2nnc(C3CC3)n2C2CC2)c1 | 6 | . | 2 | . | 0 | 95 | 98 | 4 | 4
C=CCn1c(N)cc(=O)nc1SCC(=O)Nc1ccc(C(=O)OC)cc1 | -2 | 3 | -4 | 2.2 | -1 | 97 | 93 | 3 | 0
CCOc1ccc(CCNC(=O)C(CC)n2nc(C)n3c(cc4sccc43)c2=O)cc1OCC (stereo unspecified) | 13 | -4 | -3 | 1.8 | 3 | 97 | 94 | 0 | 0
COc1cc(CNC(=O)c2ccccc2NC(=O)C2=C(C)OCCS2)cc(OC)c1OC | 19 | 2 | 5 | -2.4 | 7 | 18 | 97 | -7 | 1
O=C(NNC(=O)c1cccc(Br)c1)C(=O)N1CCCCC1 | 7 | -2 | 10 | -2.4 | 1 | 104 | 98 | 6 | 0
Cc1ccc(NS(=O)(=O)c2ccc(C(=O)N3CCN(S(=O)(=O)c4ccccc4)CC3)cc2)cc1 | 6 | 5 | 2 | 0.6 | 8 | 102 | 102 | 16 | 0
CN(C)/N=C/c1cn(-c2ccccc2)nc1-c1cccnc1 | -1 | 0 | -6 | -1.6 | 2 | 117 | 105 | 3 | 3
COCCNC(=O)c1ccc2c3n(nc2c1)-c1ccccc1CO3 | 0 | 4 | -3 | -3.3 | 1 | 95 | 86 | -4 | 0
S=c1[nH]nc(-c2ccc(Br)cc2)n1Cc1ccccc1 | 6 | 7 | -7 | -0.1 | -10 | 94 | 97 | -3 | 2
COc1ccc(/C=N/N(CCC(=O)NC(C)(C)C)C2=NS(=O)(=O)c3ccccc32)cc1 | 8 | -4 | 3 | 0.8 | 11 | 100 | 104 | 1 | 2
CC(NC(=O)C1CCN(C(=O)[C@@H]2Cc3ccccc3CN2C(=O)OC(C)(C)C)CC1)c1ccccc1 (stereo partly specified) | 22 | 3 | 4 | 0.1 | 9 | 70 | 105 | -1 | 1
COc1ccc(-c2ccc(SCC(=O)c3cccs3)nn2)cc1 | 8 | -1 | -2 | 3.6 | 5 | 92 | 111 | 4 | 0
O=C(CSc1nnc(-c2cccnc2)n1Cc1ccco1)c1ccc(Cl)c(Cl)c1 | 1 | -7 | -32 | -3.5 | -18 | 86 | 84 | -13 | 2
Cc1cccc(NC(=S)N2CCN(S(=O)(=O)c3cccc(F)c3)CC2)c1 | -2 | -2 | 6 | -0.3 | -1 | 91 | 99 | -2 | 1
Cc1csc(NC(=O)c2cc3c(s2)CCCC3)n1 | -10 | -5 | -8 | -12 | -4 | 100 | 108 | -6 | 1
CCSc1nc2c(c(=O)[nH]1)C(C(C)C)C(C#N)=C(N)O2 (stereo unspecified) | 15 | -5 | 2 | -2.4 | 4 | 100 | 102 | 0 | 6
Cn1cc(C(=O)N/N=C/C2=C(N3CCOCC3)C(=C/c3ccc([N+](=O)[O-])cc3)/CC2)ccc1=O | -5 | 0 | 8 | 0.6 | 6 | 92 | 95 | 0 | 0

Given as comma-separated lines: entries from further up
molecule,VLA-4 inh,Fam108B inh,MCL1 BIM primary,MEX-5 binding,Bcl-xL primary,AGP1-GFP MLPCN,CIT2-GFP yeast,GLD-1 RNA inh,GRK2 aptamer HTS
O=C(NNC(=O)c1cccc(Br)c1)C(=O)N1CCCCC1,7,-2,10,-2.4,1,104,98,6,0
Cc1ccc(NS(=O)(=O)c2ccc(C(=O)N3CCN(S(=O)(=O)c4ccccc4)CC3)cc2)cc1,6,5,2,0.6,8,102,102,16,0
CN(C)/N=C/c1cn(-c2ccccc2)nc1-c1cccnc1,-1,0,-6,-1.6,2,117,105,3,3
COCCNC(=O)c1ccc2c3n(nc2c1)-c1ccccc1CO3,0,4,-3,-3.3,1,95,86,-4,0
S=c1[nH]nc(-c2ccc(Br)cc2)n1Cc1ccccc1,6,7,-7,-0.1,-10,94,97,-3,2
COc1ccc(/C=N/N(CCC(=O)NC(C)(C)C)C2=NS(=O)(=O)c3ccccc32)cc1,8,-4,3,0.8,11,100,104,1,2
CC(NC(=O)C1CCN(C(=O)[C@@H]2Cc3ccccc3CN2C(=O)OC(C)(C)C)CC1)c1ccccc1 (stereo partly specified),22,3,4,0.1,9,70,105,-1,1
COc1ccc(-c2ccc(SCC(=O)c3cccs3)nn2)cc1,8,-1,-2,3.6,5,92,111,4,0
O=C(CSc1nnc(-c2cccnc2)n1Cc1ccco1)c1ccc(Cl)c(Cl)c1,1,-7,-32,-3.5,-18,86,84,-13,2
Cc1cccc(NC(=S)N2CCN(S(=O)(=O)c3cccc(F)c3)CC2)c1,-2,-2,6,-0.3,-1,91,99,-2,1
Cc1csc(NC(=O)c2cc3c(s2)CCCC3)n1,-10,-5,-8,-12,-4,100,108,-6,1
CCSc1nc2c(c(=O)[nH]1)C(C(C)C)C(C#N)=C(N)O2 (stereo unspecified),15,-5,2,-2.4,4,100,102,0,6
Cn1cc(C(=O)N/N=C/C2=C(N3CCOCC3)C(=C/c3ccc([N+](=O)[O-])cc3)/CC2)ccc1=O,-5,0,8,0.6,6,92,95,0,0
